T cell modulator – modulators of CD8 T cell-vesicle binding, primary screen, mouse 2C CD8+ T cells, flow cytometry; 2C CD8+ T cell-vesicle binding; hits give low values; calls only at 7 µM; actives 0.068% (n = 330,000); AID 2052, 2009;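 active means response, share of CD8 T cells binding vesicles, and their 90th percentile fluorescence all below set limits, cut at about 80% in these data, passing the limit was not always enough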
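Also added: QL9-peptide-loaded Drosophila micro-vesicles bearing Ld, ICAM-1 and B7-1; Test system: purified 2C TCR transgenic mouse naive CD8+ T cells; Measured by: cytometric PE anti-B7-1 and Alexa647 anti-CD8 signals after 1% paraformaldehyde fixation; Timing: binding step 1.5 h, 37 °C, antibody labelling 20 min, ice.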
Myeloid diff 2 – induction of myeloid progenitor differentiation, primary screen, cell-based, flow cytometry, MLPCN library. ER-HoxA9 myeloid progenitors, lysozyme-GFP differentiation. calls only at 10 µM. actives 1% (n = 360,000);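 active means normalized GFP-positive differentiation at or above the plate's own cutoff, the solvent-only control mean plus 3 SD; inconclusive means no clear call, values can overlap the other calls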;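 further: cells exposed to compound for four days before flow analysis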
West Nile antiviral – West Nile virus antiviral activity, cell-based, CPE readout (AID 1621). West Nile virus-infected cells, CPE inhibition; higher % means a stronger effect. CPE inhibition, % at 10 µM; hits with a dose series show IC50 in µM. actives 0.02% (n = 290,000); in the data active means a potency from the dose series; inconclusive means CPE inhibition mostly from about 3.7% at the one dose, without a potency; inactive means the rest, 99 in 100 with CPE inhibition below about 2.2%; further: strong numbers were not always called active
PhoP inhibition – inhibitors of PhoP regulon expression, primary screen, Salmonella Typhimurium, GFP reporter (AID 1863); S. Typhimurium PhoP-regulated promoter GFP reporter, 4 h; higher % means a stronger effect; inhibition, % at 50 µM, or IC50 in µM where a hit was titrated; actives 0.16% (n = 300,000);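 active means inhibition over 29.93%, a cutoff 3 SD above the screen mean, later confirmed by dose response; inconclusive means inhibition over 29.93% but no dose response follow-up; inactive means inhibition at most 29.93% or unconfirmed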;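 further: 0% = low Mg2+ inducing control and 100% = high Mg2+ repressing control; strong numbers were not always called active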
RSV antiviral HEp-2 – RSV antiviral activity via CPE protection, HEp-2 cells, primary 10 µM value included (AID 2391). HEp-2 cells, RSV-induced CPE inhibition; higher % means a stronger effect. one-dose CPE inhibition, % at 10 µM; IC50 in µM for titrated hits. actives 0.13% (n = 310,000); in the data active means a potency from the dose series; inconclusive means CPE inhibition mostly from about 23% at the one dose, without a potency; inactive means the rest, 99 in 100 with CPE inhibition below about 21%; further: strong numbers were not always called active
Large T inhibition – SV40 large T antigen inhibitors, biochemical (AID 1903); SV40 large T antigen ATPase/helicase inhibition assay; higher % means a stronger effect; inhibition, % at 20 µM, or IC50 in µM where a hit was titrated; actives 0.39% (n = 310,000); in the data active means a potency from the dose series; inconclusive means inhibition mostly from about 32% at the one dose, without a potency; inactive means the rest, 99 in 100 with inhibition below about 32%; further: strong numbers were not always called active
b-catenin transl – modulators of beta-catenin nuclear translocation, primary screen, imaging, HeLa cells, immunofluorescence, high-content; nuclear translocation activity, % at 5 µM; actives 0.3% (n = 190,000);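 active means nuclear translocation activity above 50% at 5 µM, with a well cell count of 50 or more; inconclusive means wells under 50 cells across six images, flagged as toxic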;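 further: per-cell ratio of nuclear to cytoplasmic median beta-catenin stain intensity; plate controls were DMSO negative control for no effect and GSK-3 inhibitor IX positive control for full effect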
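Read-out: Nuclear/cytoplasmic beta-catenin signal ratio, % activation | Assay system: Human HeLa cell line | Times: 24 h compound exposure at 37°C, 5% CO2 | Signal: Fluorescence imaging of beta-catenin antibody stain plus DAPI | Dosing: 5 µM primary, 0.02–20 µM confirmation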
WT yeast gro inh – growth inhibition of WT strain, primary screen, mitochondrial fusion inhibitor project, WT and mutant strains, chemical genetic; AID 1362, 2008; mitochondrial fusion phenotypic screen; inhibition, % at 10 µM; actives 2.1% (n = 190,000); in the data active means inhibition above about 58%; tested in S. cerevisiae
MgcRacGAP inhibition – MgcRacGAP GTPase-activating activity inhibitors, confirmation, biochemical, ADP Hunter fluorescence; Rac GTPase-activating protein 1 (Homo sapiens); MgcRacGAP-stimulated Rac1 GTP hydrolysis, ADP Hunter fluorescence; higher % means a stronger effect; GST-tagged Rac1 F28L mutant substrate; inhibition, % at 30 µM; hits with a dose series show IC50 in µM; actives 0.6% (n = 340,000); AID 624330, 2012;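 active means first-screen hits whose inhibition reached a set limit at any dose in the follow-up dose series; inconclusive means inhibition above the set first-screen limit but never retested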;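 further: fluorescence reports GDP produced by GAP-driven GTP hydrolysis; strong numbers were not always called active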
WT yeast gro inh mutant strain – recorded beside WT yeast gro inh, whose call it bears; inhibition, %; mitochondrial fusion phenotypic screen, mutant strain inhibition
b-catenin transl cell count 5 µM – further read-out of b-catenin transl, marked with its call; cell count; measured here: cell count, cytotoxicity flag
T cell modulator vesicle-bound % – also measured in T cell modulator; calls as there; double positive events, %; measured here: CD8+ vesicle-bound cell fraction;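 binding gate set so that unloaded-vesicle control wells show 10% double positive cells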
Myeloid diff 2 GFP+ MAC1+ % – second read-out of Myeloid diff 2, no call of its own (marks repeat the call); GFP+ MAC1+ double positive, %; measured here: differentiation confirmed by MAC1 staining
The depositor's hits bear a star; i = inactive; ? = inconclusive; / = no result given.

SMILES	T cell modulator	T cell modulator vesicle-bound %	Myeloid diff 2	Myeloid diff 2 GFP+ MAC1+ %	West Nile antiviral	PhoP inhibition	RSV antiviral HEp-2	Large T inhibition	b-catenin transl	b-catenin transl cell count 5 µM	WT yeast gro inh	WT yeast gro inh mutant strain	MgcRacGAP inhibition
CCOC(=O)c1cc(C)nc(SC)c1C#N	i	38	i	0.8	1.6%	16%	1.7%	8%	-0.8	991	/	/	4%
Cn1/c(=N/N=C/c2ccc(N3CCOCC3)cc2)sc2ccccc21	i	45	i	0.2	-0.1%	-3%	1.7%	7%	-2.3	1153	19	20	1%
O=C(Nc1cccc(-c2nn[nH]n2)c1)c1cccs1	i	63	i	0.6	-0.6%	-5%	1.4%	6%	/	/	/	/	4%
O=C(Cc1sc(Nc2ccccc2)nc1-c1ccccc1)NCc1ccccn1	i	53	i	1.0	0.1%	-6%	9.5%	10%	-0.4	1027	2	10	8%
COc1cc(NC(=S)Nc2cccnc2)cc(OC)c1OC	i	40	i	6.4	-0.7%	2%	0.6%	4%	-0.9	1389	-12	-6	7%
Cc1ccc(S(=O)(=O)N2CCN(C(=O)Cn3nc(C)c([N+](=O)[O-])c3C)CC2)cc1	i	16	i	0.3	/	/	2.6%	/	/	/	/	/	7%
CC(C)Oc1ccc(N2CC(C(=O)Nc3ccccc3C(=O)NC3CC3)CC2=O)cc1 (centres undefined)	i	32	i	0.8	/	4%	-1.6%	10%	/	/	/	/	-1%
O=C(CN(C1CC1)S(=O)(=O)c1ccc(S(=O)(=O)N2CCCCCC2)cc1)Nc1ccccc1	i	42	i	0.7	-0.6%	-5%	-0.1%	1%	-5.4	1006	-10	0	4%
O=C(CN1C(=O)C2C3CCC(C3)C2C1=O)OCC(=O)c1cccc([N+](=O)[O-])c1 (centres undefined)	i	43	i	0.5	0.1%	7%	2.3%	11%	-0.4	1147	-22	13	5%
COCCN(CCOC)C(=O)c1ccc(CSc2nc3ccccc3s2)cc1	i	10	?	/	-0.5%	10%	3.4%	27%	/	/	/	/	5%
CC(=O)c1ccccc1Oc1cc(NN2CCCCC2)c([N+](=O)[O-])cc1[N+](=O)[O-]	i	31	i	0.6	-0.3%	6%	1.1%	2%	/	/	/	/	3%
Cc1cccc(N2C(=O)C3C(c4ccccc4)OC4(C(=O)c5ccccc5C4=O)C3C2=O)c1 (centres undefined)	i	38	i	7.8	0.6%	13%	2.0%	2%	1.6	1420	30	5	7%
O=C(Cn1cnc2ccccc2c1=O)Nc1cccc(-c2nnc3n2CCCCC3)c1	i	31	i	1.6	-0.2%	24%	3.0%	0%	/	/	8	6	-3%
COc1cc(C2C3=C(CC(C)(C)CC3=O)Nc3c2c(=O)[nH]c(=O)n3Cc2ccccc2)ccc1O (centres undefined)	i	49	i	0.1	-0.5%	4%	1.2%	6%	-4.5	590	-3	-10	8%
O=C(CSc1nc(-c2ccccc2)c(-c2ccccc2)o1)Nc1nncs1	i	16	/	/	0.1%	-12%	0.8%	-1%	-3.8	1314	16	-15	12%
COCCn1ccc2c(OCC(=O)Nc3cccc(NC(C)=O)c3)cccc2c1=O	i	49	i	0.9	/	-7%	0.7%	10%	/	/	/	/	6%
COc1cc([N+](=O)[O-])ccc1NC(=O)N1CCCCCC1	i	64	i	0.4	-0.4%	0%	4.7%	24%	/	/	/	/	6%
Cc1[nH]c2ccccc2c1SCCN	i	24	i	1.8	0.1%	/	-0.1%	9%	/	/	3	-5	3%
O=S(=O)(/C=C/c1ccccc1)Nc1ccc2c(c1)OCO2	i	44	i	0.3	0.1%	0%	-0.6%	2%	-0.3	1062	12	-5	2%
Cc1ccc(OCCCn2ccnc2)c([N+](=O)[O-])c1	i	6	i	0.5	-1.2%	23%	3.2%	1%	/	/	7	18	14%
CC(NC(=O)Cc1ccc(S(=O)(=O)N2CCOCC2)s1)c1ccc(Cl)cc1Cl (centres undefined)	i	53	i	0.0	-1.6%	0%	5.5%	11%	/	/	/	/	4%
CC(C(=O)N1CCc2ccccc21)N(C)CC(=O)Nc1cccc(F)c1 (centres undefined)	i	22	i	0.6	/	/	0.5%	/	/	/	/	/	5%
C/C(CC(=O)Nc1ccc(Cl)cc1)=N\NC(=O)C(=O)N1CCCCC1	i	11	i	0.8	-0.4%	1%	-1.3%	8%	-2.4	972	-1	2	9%
COc1ccc(-n2c(COc3ccc4ccccc4c3)nnc2SCC(=O)NCc2ccco2)cc1	i	39	i	5.6	2.4%	9%	3.4%	19%	-3.6	1134	32	12	11%
COC(=O)C1CCN(Cc2ccc(C)cc2)CC1	i	40	i	1.4	0.2%	-3%	1.2%	3%	-12	1162	4	17	-2%
COc1ccc(NC(=O)c2cnc(C)cn2)c2ncccc12	/	/	/	/	-0.7%	1%	/	10%	-1.2	1136	-58	-14	/
N#C/C(=C\c1ccccc1Cl)C(=O)NC(=O)Oc1ccccc1	i	18	i	5.2	0.0%	9%	0.2%	23%	/	/	-4	16	2%
CSCC[C@H](NC(=O)C1CCN(S(=O)(=O)c2ccccc2)CC1)C(=O)NC1CC1	i	14	i	4.5	0.3%	-3%	1.6%	6%	/	/	/	/	11%
Cc1nnc2ccc(-c3ccc(NS(=O)(=O)c4ccc(Cl)s4)cc3)nn12	i	15	i	0.6	/	/	1.3%	/	/	/	/	/	9%
COc1ccc(N2C(=O)CCC2=O)c(OC)c1	i	56	i	0.6	0.0%	-3%	3.9%	22%	2.0	1017	2	-5	-1%
O=C(Nc1c(F)cccc1F)c1ccc2c(c1)CCN2S(=O)(=O)c1ccccc1	i	28	i	1.0	0.1%	-13%	?	16%	/	/	/	/	11%
CSc1cccc(-c2nnc(NC(=O)c3cccc(N4C(=O)CCC4=O)c3)o2)c1	i	39	i	1.4	/	-8%	1.1%	4%	/	/	/	/	9%
Cc1cnc(NC(=O)Cc2ccccc2F)s1	i	18	i	0.0	-0.3%	-1%	0.1%	6%	/	/	/	/	-14%
O=C(Nc1cnn(Cc2ccc(F)cc2)c1)c1noc2c1CCCC2	i	40	i	1.5	-0.7%	-1%	-1.1%	16%	-3.2	1135	37	13	5%
c1ccc(N2CCN(c3cnc4ccccc4n3)CC2)cc1	i	50	i	0.1	0.0%	5%	0.6%	8%	-0.4	1009	-28	1	14%
Cc1ccc(C(=O)NCC(=O)N/N=C/c2cccs2)cc1[N+](=O)[O-]	i	34	i	0.4	-0.8%	5%	3.5%	3%	-5.7	1119	3	-15	8%
Cn1c(=O)[nH]c(=O)c2c1nc(Br)n2CCSc1ncccn1	i	29	i	0.7	-0.2%	3%	20%	4%	-3.1	1146	75*	6.3*	13%
Cc1[nH]c2ccccc2c1C(=O)COC(=O)c1c(-c2c(F)cccc2Cl)noc1C	i	27	i	0.5	0.4%	-4%	?	5%	-0.3	1097	85*	72*	9%
COc1ccc(/C=C/C(=O)N(CC(C)C)CC(C)C)cc1Br	/	/	i	10	-0.3%	3%	-2.3%	2%	-0.6	1099	-6	4	1%
Cc1ccc2oc(=O)c3cnn(CC(=O)NCCC(C)C)c3c2c1	i	21	i	2.2	-0.3%	-5%	2.7%	11%	1.3	1023	10	-2	-4%
O=C(Nc1ccc2oc(-c3ccncc3)nc2c1)c1ccccc1F	i	34	i	0.0	0.5%	-4%	2.4%	1%	-3.4	1041	-14	-8	5%
O=C(Nc1nnc(-c2ccc(Cl)s2)o1)C1CC1	i	45	i	0.0	-0.6%	-13%	1.3%	7%	-2.4	1051	-5	-2	15%
Cc1ccccc1NNC(=O)C(=O)NNc1ccccc1C	i	27	i	0.1	0.2%	7%	0.4%	12%	1.2	1356	/	/	4%
COc1ccc(OCc2cc(C(=O)N3CCCC3)no2)c2ccccc12	i	21	i	1.2	-0.4%	3%	3.4%	0%	/	/	/	/	6%
Cc1cccc(C)c1NC(=S)NCCc1ccccn1	i	34	i	0.0	0.3%	-13%	1.4%	8%	/	/	5	-4	6%
O=C(O)C1CCN(c2ccc([N+](=O)[O-])cc2[N+](=O)[O-])CC1	i	27	i	0.5	0.4%	-3%	-1.8%	18%	-0.3	1382	/	/	-4%
O=C(O)CC1c2ccccc2CCN1S(=O)(=O)c1ccc(F)cc1 (centres undefined)	i	30	i	0.8	-0.3%	1%	0.4%	7%	/	/	/	/	8%
